HIV RNase H inh – HIV-1 RT RNase H inhibitors, primary screen, biochemical, fluorescence | actives 1.9% (n = 65,000) | RT-RNase H RNA/DNA duplex cleavage | Gag-Pol polyprotein (Human immunodeficiency virus type 1 group M subtype B (isolate … | AID 565, 2006 | inhibition, % at 10 µM; in the data active = inhibition above about 50%
RmlCD inh mix – RmlC and RmlD coupled enzyme inhibitors, primary screen, biochemical, 384-well, compound mixtures, retest | RmlC/RmlD coupled enzyme inhibition, 384-well mixture HTS | inhibition, % at 5.5 µM | actives 0.39% (n = 110,000) | AID 1532, 2009; in the data active = inhibition above about 30%, passing the limit was not always enough; inconclusive = no clear call, values can overlap the other calls; note: strong numbers were not always called active
* marks the source's active call; other numbers are inactive results; ? = inconclusive; · = not tested or not shown. Only part of the results is shown. The share of hits here may be higher or lower than overall.

SMILES	HIV RNase H inh	RmlCD inh mix
C=CCn1c(SCc2nc3ccccc3c(=O)[nH]2)nc2ccccc2c1=O	·	0
Cc1ccc(C)c(NC(=S)NC(NC(=O)Cc2cccc3ccccc23)C(Cl)(Cl)Cl)c1 (centres undefined)	·	-7
CCCC/C(C)=N\NC(=O)CNS(=O)(=O)c1ccc([N+](=O)[O-])cc1	·	-10
CSc1nc2n(n1)C(c1cc(Br)ccc1F)C(C(=O)N(C)C)=C(C)N2 (centres undefined)	4	-9
O=C(NCCc1ccccc1)c1ccnc(/C=N/O)c1	-17	-4
O=C(CSC1=Nc2ccccc2C2=NC(CC(=O)NC3CCCCC3)C(=O)N12)NCc1ccco1 (centres undefined)	-8	-22
CN1CCN(C2OC(=O)c3ccccc32)CC1 (centres undefined)	·	-5
Cc1cc(C)n(Cc2cccc(F)c2)c(=O)c1C#N	-14	14
CCCCOC(=O)Cn1c(=O)n(CC(=O)OCCCC)c2cc(C)ccc21	·	8
COc1ccc(-c2nc3c(=O)n(C)c(=O)[nH]c3n2CCc2ccccc2)cc1	0	7
COc1cc(C(=O)OCCN2CCOCC2)cc(OC)c1OC	-7	-1
COc1ccc(N2C(=O)CCC(C(=O)Nc3ccccn3)C2c2ccc(OC)c(OC)c2)cc1 (centres undefined)	-6	4
Cn1c(CCNC(=O)c2cccs2)nnc1SCC(=O)N1CCN(c2ccccc2)CC1	6	7
COc1ccc(CCNC(=O)c2n[nH]c(=O)c3ccccc23)cc1	·	5
O=C(NCc1cccs1)c1ccc2c(c1)ncn2C1CCCC1	-6	0
CC(=O)Nc1ccc(C(=O)OCC(=O)NC(=O)NC(C)(C)C)cc1	·	-7
CN(CC(=O)N1CCN(c2ccccn2)CC1)S(=O)(=O)c1ccccc1	0	-16
CN(C)NC(=O)c1ccsc1NC(=O)c1ccc(S(=O)(=O)N(C)C)cc1	·	14
COc1cccc(OC)c1-c1nnc(-c2cn(C)c3ccccc23)o1	1	-17
CCN(CC)S(=O)(=O)c1cccc(C(=O)NC2CCCCC2)c1	-10	-7
COc1ccc(OC)c2[nH]c(=O)c(CCNC(=O)c3ccc(S(=O)(=O)N4CCCCC4)cc3)cc12	-7	·
c1ccc(-n2nnnc2-n2nnc3ccccc32)cc1	-47	-15
Cc1noc(C)c1CSCC(=O)OCC(=O)N1CC(=O)Nc2ccccc21	-12	13
CC(C)Cn1cc(C(=O)NCc2cccs2)c2c3ccccc3n(C)c2c1=O	-2	2
Cc1ccc2c(c1)NC(=O)C(CC(=O)NCc1ccc(F)cc1)O2 (centres undefined)	-18	20

Two consecutive entries already listed, quoted:
SMILES	HIV RNase H inh	RmlCD inh mix
O=C(NCCc1ccccc1)c1ccnc(/C=N/O)c1	-17	-4
O=C(CSC1=Nc2ccccc2C2=NC(CC(=O)NC3CCCCC3)C(=O)N12)NCc1ccco1 (centres undefined)	-8	-22

Structures from the list above containing an aryl thioether with sulfur outside any ring, in the order listed:
SMILES	HIV RNase H inh	RmlCD inh mix
C=CCn1c(SCc2nc3ccccc3c(=O)[nH]2)nc2ccccc2c1=O	·	0
CSc1nc2n(n1)C(c1cc(Br)ccc1F)C(C(=O)N(C)C)=C(C)N2 (centres undefined)	4	-9
Cn1c(CCNC(=O)c2cccs2)nnc1SCC(=O)N1CCN(c2ccccc2)CC1	6	7

Returning to the listing with the three entries that preceded the break.
SMILES	HIV RNase H inh	RmlCD inh mix
Cc1noc(C)c1CSCC(=O)OCC(=O)N1CC(=O)Nc2ccccc21	-12	13
CC(C)Cn1cc(C(=O)NCc2cccs2)c2c3ccccc3n(C)c2c1=O	-2	2
Cc1ccc2c(c1)NC(=O)C(CC(=O)NCc1ccc(F)cc1)O2 (centres undefined)	-18	20
COc1ccc(S(=O)(=O)N2CCc3ccccc32)cc1C(=O)OCc1c(C)noc1C	-52	-9
COc1ccc(OC)c(C(=O)NC(CC(N)=O)c2ccc(N3CCC(N4CCCC4)CC3)c([N+](=O)[O-])c2)c1 (centres undefined)	·	-5
COc1ccc(/C=N/NC(=O)c2ccc(C)cc2)cc1CN1CCN(c2ccc(F)cc2)CC1	·	-2
O=C(CN1C(=O)c2ccccc2C1=O)Nc1ccc(-c2nc3ccccc3o2)cc1	66*	11
CNC(=O)C1C(=S)NC(N)=C(C#N)C1c1ccccc1 (centres undefined)	·	6
COc1ccccc1-n1nnnc1SCC(=O)NC1CCCC1	-10	-11
COc1cc(NC(=O)N2CCOCC2)cc(OC)c1	2	-11
N#Cc1cccc(NC(=O)CCC2CCCC2)c1	-8	-9
O=C(c1cccc(-c2nnc(-c3ccccc3)o2)c1)N1CCCCCC1	·	3
CC(CCc1ccccc1)NC(=O)CSc1nc(N)cc(N)n1 (centres undefined)	2	-9
c1ccc(-c2oc3ncnc(NCCN4CCOCC4)c3c2-c2ccccc2)cc1	-73	-5
CCC1Oc2ccccc2N(CC(=O)NCCN2CCc3ccccc3C2)C1=O (centres undefined)	-12	-1
COC(=O)c1cccnc1N1CCN(c2ccccc2F)CC1	·	-5
Cc1cccc(C2c3c(n(C)c(=O)n(C)c3=O)N=C3c4ccccc4C(=O)C32)c1 (centres undefined)	16	·
C#CCNC(=O)C1=C[C@@H](C)[C@H](CCCO)[C@@H](OCC)O1	·	-19
CCC1CCCCN1CCCNC(=O)CC1Oc2ccccc2NC1=O (centres undefined)	-6	-9
CCCCOc1nc(N)nc(-c2ccccc2)n1	-12	6
CCCCCOC(=O)c1c(N)n(CCOC)c2nc3ccccc3nc12	·	-16
Cc1cc(Nc2ccccc2)n(CCO)n1	·	-5
O=C(c1cc2ccccc2o1)c1cccs1	-25	1
COc1ccc(CC(=O)Nc2nncs2)cc1OC	0	-1
CC(Cc1ccccc1)NC(=O)NC(C)Cc1ccccc1 (centres undefined)	·	5
CC(=O)Nc1ccccc1C(=O)OCC(=O)c1cccc2ccccc12	·	-13
COc1cc(CCC(=O)OCc2nnc(-c3ccccc3)o2)cc(OC)c1OC	-11	-5
S=C(NCC1CCCO1)n1nnc2ccccc21 (centres undefined)	10	11

More compounds follow:
SMILES	HIV RNase H inh	RmlCD inh mix
CCOc1ccc(-c2nn3c(-c4ccccc4)nnc3s2)cc1	87*	-9
O=C(NC1CCCCCC1)C1CCCN1S(=O)(=O)c1cccc2cccnc12 (centres undefined)	-11	12
Cc1sc(NC(=O)c2ccco2)nc1-c1ccc2c(c1)CC(C)N2C(=O)C1CC1 (centres undefined)	12	0
O=C(COc1ccc(S(=O)(=O)NC2CCCCC2)cc1)Nc1ccc2c(c1)OCCO2	-13	10
COC(=O)CN1C(=O)C2(C(C#N)=C(N)Oc3c2c(C)nn3-c2ccccc2)c2ccccc21 (centres undefined)	7	72
Cc1ccc(-c2cccc(C3CC=CC4C3C(=O)N(Cc3ccccc3)C4c3ccc4ccccc4c3)c2)cc1 (centres undefined)	·	-10
O=c1cccccc1NCc1ccccc1	-6	0
CCOC(=O)c1[nH]c(C)c(C(=O)OC(C)C(=O)Nc2ncc(Cl)cc2Cl)c1C (centres undefined)	·	2
CCOC(=O)N1CCN(C(=O)c2ccc3c(=O)n(-c4ccc(F)cc4)c(=S)[nH]c3c2)CC1	·	2
Cc1cccc(N2CC34C=CC(O3)C(C(=O)O)C4C2=O)c1 (centres undefined)	-8	-9
CCOCCn1cnc2sc(C(=O)NCC(=O)OCC)c(C)c2c1=O	-9	-2
Nn1c(SCC(=O)Nc2ccc(F)cc2F)nnc1C1CCCCC1	-9	-3
Cc1ccn2c(C(=O)CSc3ccccc3Cl)c(C)nc2c1	·	-90
CN(Cc1ccccc1)c1nc2c(c(=O)n(C)c(=O)n2C)n1CCSc1ncccn1	-10	-6
O=C(O)Cn1nc(C(F)(F)F)c2c1CCC2	3	7
CCOc1ccc(-c2cnc(SCC(N)=O)nc2N)cc1	-7	-13
CCc1nnc(NS(=O)(=O)c2ccc(NS(=O)(=O)c3ccccc3)cc2)s1	-1	5
C/C(=N\O)C(C)(C)NC(=O)Nc1ccc(Cl)cc1	3	-5
Cc1nn(C)c(C)c1S(=O)(=O)N1CCCC(C(=O)N2CCN(c3ccc(Cl)cc3)CC2)C1 (centres undefined)	-12	7
COC(=O)C1=C(CSc2nc3c(cc2C#N)CN(C)CC3)OC(N)=C(C#N)C1c1ccccc1F (centres undefined)	·	-4
Cc1cnc(C(=O)Nc2cccc(-c3nnc4n3CCCCC4)c2)cn1	-9	4
CCOc1ccccc1-c1nc(-c2cc3ccccc3nc2OC)no1	-9	-19
CC1CCCCN1c1nnc(NC(=O)Cn2c(=O)oc3ccccc32)s1 (centres undefined)	0	-4
Cc1cc(Cl)c(S(=O)(=O)Nc2ccc3c(c2)OCCO3)cc1OCC(=O)NC1CCCCC1	·	4
O=C1CC(N2CCCc3ccccc32)C(=O)N1c1ccccc1Cl (centres undefined)	·	3

(cont.)
SMILES	HIV RNase H inh	RmlCD inh mix
Cc1ccc(/C(N)=N/OC(=O)COc2ccccc2Cl)cc1	·	3
CN(C(=O)CSC1=Nc2ccccc2C2=NC(c3ccccc3)C(=O)N12)C1CCCCC1 (centres undefined)	·	17
CCCc1cc(C(=O)Nc2sc(C)c(C)c2C(=O)OCC)no1	86*	-32
O=C(NCCN1CCOCC1)c1cc(S(=O)(=O)NCCCN2CCCC2=O)ccc1Cl	5	4
CCn1cc(C(=O)Nc2cccc(C(=O)OC)c2)c(=O)c2ccc(C)nc21	13	8
CC(C)C(CC(=O)N1CCCCC1)C1CCOC(C)(C)C1 (centres undefined)	·	-10
Cc1ccccc1C1CC(c2ccccc2)Nc2ncnn21 (centres undefined)	-6	7
C=CCn1c(Sc2nncn2C)nc2c1c(=O)[nH]c(=O)n2C	-2	5
Cn1c(NC(=O)c2ccccc2)c(-c2ccccn2)c(=O)c2ccccc21	·	-22
COc1ccccc1N1CCN(CCCNc2c(C)c(=O)n(C)c(=O)n2C)CC1	·	2
COc1ccc(NC(=O)CN2CC(c3ccccc3)CC2=O)cc1OC (centres undefined)	1	6
COc1cc(C)nc(N2CCCC(C(=O)Nc3cc(Cl)ccc3OC)C2)n1 (centres undefined)	·	-57
Nc1nnc(CCOc2ccccc2Cl)s1	·	1
COc1ccc(NC(=O)CSc2c(C)nn(-c3nnc(C)c(=O)[nH]3)c2C)cc1	-5	-6
CCOC(=O)CC1C(=O)NCCN1C(=O)c1cc2c(=O)n3cccc(C)c3nc2s1 (centres undefined)	-3	·
COc1cccc(-c2cn3nc(C)c(C)nc3n2)c1	-2	16
CCN(c1ccccc1)S(=O)(=O)c1ccc(F)cc1C	-26	15
CC(C)NC(=O)c1onc(CSc2ccncc2)c1C(=O)NC(C)C	·	12
O=C(N/C(=C/c1ccco1)C(=O)N1CCCCCC1)c1cccs1	·	16
CCN(CC)C(=O)c1cccc(-c2ccc(OC)cc2)c1	-48	-7
COc1cnn(-c2ccccc2)c(=O)c1SCc1ccc(Cl)cc1Cl	·	8
COc1cccc(N2CCN(C(c3ccccn3)c3nnnn3C(C)(C)C)CC2)c1 (centres undefined)	·	-11
COc1ccc(Cl)cc1NC(=O)CN1CCC(n2nnc3ccccc32)CC1	-1	7
COC(=O)C(CC(C)C)NC(=O)CNC(=O)c1ccccc1C (centres undefined)	·	10
Nc1ccc(Oc2ccc3nc(-c4ccccc4)c(-c4ccc([N+](=O)[O-])cc4)nc3c2)cc1	·	-18

Single values from above:
COc1cc(NC(=O)N2CCOCC2)cc(OC)c1 – HIV RNase H inh = 2
COc1cc(C(=O)OCCN2CCOCC2)cc(OC)c1OC – HIV RNase H inh = -7
COc1ccc(S(=O)(=O)N2CCc3ccccc32)cc1C(=O)OCc1c(C)noc1C – RmlCD inh mix = -9
O=C(NCCN1CCOCC1)c1cc(S(=O)(=O)NCCCN2CCCC2=O)ccc1Cl – RmlCD inh mix = 4

(further entries)
SMILES	HIV RNase H inh	RmlCD inh mix
CN(C)S(=O)(=O)c1ccc(S(=O)(=O)NC2CCOC(C)(C)C2)cc1 (centres undefined)	·	-9
CCOc1ccc(C(=O)C(c2ccccc2)N2CCOCC2)cc1 (centres undefined)	-3	58
O=C(NC1CCS(=O)(=O)C1)c1cccc(S(=O)(=O)N2CCOCC2)c1 (centres undefined)	-8	-15
Cc1nc2nc(-c3ccco3)nn2c(C)c1Cl	-23	24
CC(C)=C(C#N)c1nc2ccccc2s1	-14	-15
C=CCNc1nc(NCc2ccccc2)c(C#N)c2c1CN(C)CC2	4	-2
Cc1ccccc1CN1C2=NCCCN2c2ccccc21	·	-2
CC(=O)c1sc(Nc2ccccn2)nc1C	-21	?
O=C1CC(c2ccc(O)c(O)c2)Oc2cc(O)cc(O)c21 (centres undefined)	·	3
Cc1cc(C)n(-c2ncc(-c3ccccc3)nn2)n1	4	-7
O=S(=O)(c1ccc2nc(Cc3ccccc3)[nH]c2c1)N1CCOCC1	-1	-12
CC(=NCCC1=CCCCC1)c1c(O)[nH]c(=O)[nH]c1=O	-22	10
CCC(C)N1C(=O)NC(=O)C2(Cc3cc(C)ccc3N(C)C2)C1=O (centres undefined)	-4	1
COCCN(C(=O)CN1CCCc2ccccc21)c1c(N)n(Cc2ccccc2)c(=O)[nH]c1=O	·	9
CCNS(=O)(=O)c1cc(OC)ccc1OC	·	-1
Cc1ccc(S(=O)(=O)c2nc(-c3ccccc3)oc2NCCN2CCOCC2)cc1	4	-14
CC1=CC(C)(C)N(C(=O)CSc2nnc(N)s2)c2cc(C)c(C)cc21	·	4
O=C(CSc1ncccn1)N/N=C/c1cccs1	·	-61
CCOc1ccc(C2c3c(oc4cc(C)c(C)cc4c3=O)C(=O)N2CCCN(C)C)cc1OC (centres undefined)	16	-6
Cc1cc(C)n(-c2ccc(C(=O)NCc3cccs3)cc2)n1	8	-18

Assay outcomes from PubChem.
